High-throughput results from PubChem BioAssay.
B2AR arrestin: qHTS assay of beta-arrestin-biased ligands of beta2-adrenergic receptor; Beta-2 adrenergic receptor (Homo sapiens), P07550; beta-arrestin recruitment to beta2AR, cell-based reporter; Potency, µM (titrated, usually from 46.1 µM), without a hit: at the highest dose activation, most hits filed as activators; hit rate 0.02% among 330,000; AID 492947, 2010;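 note: potency is the fitted concentration of half-maximal effect; 0% = DMSO controls and full agonism = EC100 isoproterenol or metaproterenol; nearly all actives have a fitted effect of over 65% in size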
GALK inhibitor: qHTS Assay for Inhibitors of Human Galactokinase (GALK). P51570. Purified GALK, Kinase-Glo residual ATP luminescence. Potency, µM (top dose mostly 57.5 µM), for the others: at the top dose activity change, negative = inhibition, usual class: inhibitors. hit rate 0.007% among 270,000. AID 1868, 2009; note: potency is the fitted concentration of half-maximal effect
Target sequence (P51570 whole entry, looked up): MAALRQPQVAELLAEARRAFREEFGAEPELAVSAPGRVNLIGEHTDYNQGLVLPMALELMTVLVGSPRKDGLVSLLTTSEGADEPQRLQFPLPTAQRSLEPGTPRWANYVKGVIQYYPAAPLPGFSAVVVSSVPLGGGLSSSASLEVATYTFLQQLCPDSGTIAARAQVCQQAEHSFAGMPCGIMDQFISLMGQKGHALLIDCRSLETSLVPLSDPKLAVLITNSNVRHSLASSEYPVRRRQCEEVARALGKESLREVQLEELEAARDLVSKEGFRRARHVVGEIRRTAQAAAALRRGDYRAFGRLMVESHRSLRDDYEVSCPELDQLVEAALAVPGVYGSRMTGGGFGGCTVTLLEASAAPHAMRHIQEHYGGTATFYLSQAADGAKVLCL
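Kinase-Glo Plus luminescence measured ATP left after a 1 h room-temperature reaction. The reaction used 5 nM GALK, 100 uM galactose and 35 uM ATP at pH 8.0 (20 mM HEPES, 5 mM MgCl2, 60 mM NaCl, 1 mM DTT, 0.01% BSA).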
Coupling enz: qHTS Assay for Inhibitors of Fructose-1,6-bisphosphate Aldolase from Giardia Lamblia: Coupling assay counterscreen. coupling enzyme system counterscreen, AmpLite Red fluorescence. activity change, negative = inhibition, % at 58.2 µM, hits read low. hit rate 0.67% among 290,000; in the data active = activity change below about -30%
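Counterscreen of the coupled detection system alone, without aldolase: glyceraldehyde-3-phosphate coupling enzymes plus AmpLite Red readout. Compounds at 57.5 uM final, 10 min RT preincubation, 20 min RT reaction, fluorescence 525/598 nm.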
PKM2 act: qHTS Assay for Activators of Human Muscle isoform 2 Pyruvate Kinase. purified PKM2, Kinase-Glo ATP luminescence, activation; response scale: 0% is enzyme alone, no compound. Potency, µM (titrated, usually from 57.5 µM), for the others: top-dose activation, most hits filed as activators. Pyruvate kinase PKM (Homo sapiens), P14618. hit rate 0.34% among 260,000. AID 1631, 2009; note: potency is the fitted concentration of half-maximal effect; nearly all actives have a fitted effect of over 55% in size
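Purified hPK-M2 (>95%) run at intermediate activity with 0.1 mM ADP and 0.5 mM PEP in 50 mM imidazole pH 7.2, KCl, MgCl2; 1 h room temperature. ATP formed read by Kinase-Glo luminescence; normalized to uninhibited and no-enzyme controls.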
Eya2 phos inh: qHTS Assay for Inhibitors of the Phosphatase Activity of Eya2 | Protein phosphatase EYA2 (Homo sapiens), O00167 | recombinant Eya2, OMFP fluorescence dephosphorylation (OMFP is methylfluorescein phosphate) | Potency, µM (highest dose often 76.9 µM), for inactives: at the top dose activity, negative = inhibition, hits mostly inhibitors | hit rate 0.006% among 330,000; note: potency is the fitted concentration of half-maximal effect
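Eya2 (0.2 uM) preincubated 10 min at ambient with compound, then OMFP substrate added at 50 uM; 10 min reaction in 50 mM HEPES pH 7.5, 50 mM NaCl, 5 uM MgCl2, 0.05% BSA, 1 mM DTT. Fluorescence read at Ex 485/Em 525 nm.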
BCR signal inh: qHTS Assay to Find Inhibitors of Chronic Active B-Cell Receptor Signaling. AID 493014, 2011. Potency, µM (titrated, usually from 46.1 µM), for inactives: at the top dose ratio change, negative = lower green/red ratio, usual class: inhibitors. ABC-DLBCL IkBa-CBG/CBR reporter, luminescence ratio, 4 h. hit rate 0.05% among 340,000; active = well fitted inhibition curve with a large enough effect in the signal ratio, with a control signal flat, not every such curve was filed as active; inconclusive = small, poorly fitted or top-dose-only effect, or effect the other way, or a change in a side signal; the % refers to the signal ratio;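 note: potency is the fitted concentration of half-maximal effect; plate controls were basal doxycycline-induced cells for no effect and cells given 10 µM MG132 for full effect; MG132 reads +100%, hits lower the ratio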
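TMD8 ABC-DLBCL cells carrying doxycycline-inducible green luciferase fused to IkappaBalpha plus unfused red luciferase were exposed to compounds (up to 46 uM) for 4 hrs at 37C. Activity came from the overlap-corrected green/red luminescence ratio.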
USP2a inh: qHTS Assay for Inhibitors of Ubiquitin-specific Protease USP2a Using CHOP2 as the Reporter; Ubiquitin carboxyl-terminal hydrolase 2 (Homo sapiens), O75604; USP2 core, Ub-CHOP2 coupled fluorogenic reporter, 485/531; Potency, µM (top dose mostly 38.3 µM), without a hit: top-dose activity change, negative = inhibition, hits mostly inhibitors; hit rate 0.01% among 330,000;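 note: potency is the fitted concentration of half-maximal effect; plate controls were DMSO wells for no effect and full inhibition by NEM control for full effect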
Target sequence (O75604 whole entry, looked up): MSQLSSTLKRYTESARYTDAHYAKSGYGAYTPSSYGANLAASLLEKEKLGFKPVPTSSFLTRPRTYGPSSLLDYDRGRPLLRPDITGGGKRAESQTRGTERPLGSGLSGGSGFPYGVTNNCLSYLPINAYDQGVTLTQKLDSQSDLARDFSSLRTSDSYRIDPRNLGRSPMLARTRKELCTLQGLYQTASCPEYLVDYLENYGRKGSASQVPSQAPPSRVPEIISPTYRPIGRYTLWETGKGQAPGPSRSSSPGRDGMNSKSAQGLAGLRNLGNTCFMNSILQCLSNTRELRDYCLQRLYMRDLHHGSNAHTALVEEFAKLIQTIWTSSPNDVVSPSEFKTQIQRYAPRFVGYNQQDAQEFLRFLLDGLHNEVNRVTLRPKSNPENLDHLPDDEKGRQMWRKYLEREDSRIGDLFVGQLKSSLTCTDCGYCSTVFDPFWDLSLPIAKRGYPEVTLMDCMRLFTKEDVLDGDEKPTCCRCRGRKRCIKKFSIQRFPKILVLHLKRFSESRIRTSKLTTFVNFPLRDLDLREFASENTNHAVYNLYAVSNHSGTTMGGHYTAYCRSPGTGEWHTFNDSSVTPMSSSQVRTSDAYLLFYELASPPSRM
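Cell-free coupled assay: 10nM USP2 core preincubated 30min RT with compound in Tris-HCl pH 8.0/CaCl2/CHAPS buffer, then 25nM Ub-CHOP2 and 25nM reporter substrate; fluorescence (Ex 485/Em 531) read after 60min RT, normalized to NEM inhibition, concentration-response curves fitted.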
Giardia killer: Small Molecules that selectively kill Giardia lamblia: qHTS; Giardia lamblia trophozoite viability; activity change, % at 7.66 µM, hits read low; hit rate 0.15% among 340,000; in the data active = activity change below about -80%; inconclusive = between about -30% and that limit;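 note: parasites exposed to compound for two days anaerobically before the ATP read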
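Giardia lamblia trophozoites (100 cells/well) were incubated with compounds for 48 h at 37 deg C under anaerobic conditions. Viability was read as ATP content by one-step luminescence after 15-30 min at room temperature.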
hERG WT inh: qHTS for Inhibitors of KCHN2 3.1: Wildtype qHTS; Voltage-gated inwardly rectifying potassium channel KCNH2 (Homo sapiens), Q12809; U2OS, BacMam KCNH2, thallium flux FluxOr; hits give low values; activity change, % at 1.84 µM; hit rate 0.37% among 340,000;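 active = maximum activity change below -70%; inconclusive = maximum activity change between -70% and -50%; inactive = maximum activity change above -50%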
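U2OS cells transduced with wild-type KCNH2 virus are loaded with FluxOr dye for 45 min, and thallium flux is measured in kinetic reads before and after stimulation buffer. Rate constants are normalized to DMSO controls.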
KCNH2 3.1 inh: qHTS for Inhibitors of KCHN2 3.1: Mutant qHTS; U2OS KCNH2 3.1, thallium flux FluxOr; hits give low values; activity change, % (tested at about 1.8 µM); hit rate 0.95% among 340,000; AID 720553, 2013;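 active = maximum activity change below -70%; inconclusive = maximum activity change from -70% to -50%; inactive = maximum activity change above -50%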;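 note: thallium influx rate constant from kinetic fluorescence after stimulation buffer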
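Steps: virus added to U2OS suspension (4 h, RT, dark); medium with 10% FBS added, cells plated, 37 C overnight; FluxOr/Red40 loading buffer 45 min RT; stimulation buffer, 2 min kinetic read; rate constant normalized.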
uPA generation: qHTS for Inhibitors of Cell Surface uPA Generation. cell surface uPA generation assay, qHTS. Potency, µM (series often up to 38.3 µM), for inactives: top-dose activity change, negative = inhibition, most hits filed as inhibitors. hit rate 0.31% among 330,000; active = well fitted inhibition curve with a large enough effect; inconclusive = small, poorly fitted or top-dose-only effect; inactive = no such curve, though single readings can be large or run the other way; tested in mouse RAW 264.7 cells; note: potency is the fitted concentration of half-maximal effect; nearly all actives have a fitted effect of over 55% in size
Starred values were filed as active, the others as inactive; [ ] = dose if it differs, or a comment. Unless noted, calls come from the whole dose curve; as a rule, active = well fitted curve in the direction sought with a large enough effect; inconclusive = small, poorly fitted or top-dose-only effect, or another doubt; inactive = no such curve, though single readings can be large; an effect the other way counts as inactive or inconclusive. Unless noted, % is set by controls: 0 for no effect and ±100 for the full control effect. An excerpt (hit frequency here may not be typical).

What do the screens show for `COC(=O)Cn1cc(C=C2C(=O)N(C)C(=O)N(C)C2=O)c2ccccc21`?
B2AR arrestin: 0.2%; GALK inhibitor: 3%; Coupling enz: -2; PKM2 act: 1%; Eya2 phos inh: -17%; BCR signal inh: -2%; USP2a inh: 4%; Giardia killer: 11; hERG WT inh: -3; KCNH2 3.1 inh: -16; uPA generation: 17%

What do the screens show for `COc1cc(CC2C(=O)N(C)C(=O)N(C)C2=O)ccc1OCc1ccccc1`?
B2AR arrestin: 0.4%; GALK inhibitor: 2%; Coupling enz: -4; PKM2 act: 1%; Eya2 phos inh: 9%[15.4 µM]; BCR signal inh: -1%; USP2a inh: 4%; Giardia killer: 9; hERG WT inh: 17; KCNH2 3.1 inh: 9; uPA generation: -9%

How did CC1CCCC(NC(=O)COC(=O)Cc2ccccc2)C1C (centres undefined) do in these assays?
B2AR arrestin: -0.1%; GALK inhibitor: 1%; Coupling enz: 1; PKM2 act: 3%; Eya2 phos inh: 9%; BCR signal inh: 14%; USP2a inh: 0%; Giardia killer: 11; hERG WT inh: -3; KCNH2 3.1 inh: -4; uPA generation: 3%

What do the screens show for `CCN1CCN(Cc2cc(Br)cc(Br)c2O)CC1`?
B2AR arrestin: -0.1%; GALK inhibitor: 0%; Coupling enz: -6; PKM2 act: -24%; Eya2 phos inh: 2%; BCR signal inh: 10%; USP2a inh: 0%; Giardia killer: -10; hERG WT inh: 3; KCNH2 3.1 inh: -8; uPA generation: 0%

Results for COC(=O)C1=C(c2ccc(OC)c(OC)c2)C[C@@H]2CC[C@H]1N2C(=O)NCCc1ccccc1 ?
B2AR arrestin: -0.6%; Eya2 phos inh: 3%; BCR signal inh: inconclusive; USP2a inh: 3%; Giardia killer: 5; hERG WT inh: -4; KCNH2 3.1 inh: -1; uPA generation: 2%

Results for O=C1NC(=O)N(c2ccc3c(c2)OCO3)C(=O)/C1=C/c1cccs1 ?
B2AR arrestin: 0.3%; GALK inhibitor: -1%; Coupling enz: 2; PKM2 act: 11µM*; Eya2 phos inh: 5%; BCR signal inh: inconclusive; USP2a inh: 4%; Giardia killer: 11; hERG WT inh: inactive; KCNH2 3.1 inh: -2; uPA generation: 3%

How did COc1ccc(CC2(CCc3ccncc3)C(=O)NC(=O)NC2=O)cc1 do in these assays?
B2AR arrestin: -0.1%; GALK inhibitor: 9%; Coupling enz: 6; PKM2 act: 0%; Eya2 phos inh: -4%; BCR signal inh: 2%; USP2a inh: 3%; Giardia killer: -28; hERG WT inh: -7; KCNH2 3.1 inh: 5; uPA generation: 5%

How did COc1ccc(C(O)P(=O)(OC(C)C)OC(C)C)cc1 (centres undefined) do in these assays?
B2AR arrestin: -0.1%; GALK inhibitor: 0%; Coupling enz: 1; PKM2 act: 2%; Eya2 phos inh: 6%; BCR signal inh: 1%; USP2a inh: 2%; Giardia killer: -18; hERG WT inh: -11; KCNH2 3.1 inh: -11; uPA generation: 6%

How did CN(C)CCn1cnc2ccccc21 do in these assays?
B2AR arrestin: 0.4%; GALK inhibitor: -2%; Coupling enz: 0; PKM2 act: -3%; Eya2 phos inh: -13%; BCR signal inh: inconclusive; USP2a inh: 6%; Giardia killer: -4; hERG WT inh: -4; KCNH2 3.1 inh: -2; uPA generation: 3%

How did Cc1cc(OC(=O)N(C)C)n(-c2ccccc2)n1 do in these assays?
B2AR arrestin: -0.4%; GALK inhibitor: 3%; Coupling enz: 3; PKM2 act: 1%; Eya2 phos inh: 2%; BCR signal inh: 4%; USP2a inh: 2%; Giardia killer: 5; hERG WT inh: 4; KCNH2 3.1 inh: -3; uPA generation: -3%

What do the screens show for `Brc1ccc(-[n+]2c(-c3ccccc3)cc(-c3ccccc3)cc2-c2ccccc2)cc1`?
B2AR arrestin: -0.6%; Eya2 phos inh: -24%; BCR signal inh: inconclusive; USP2a inh: 2%; Giardia killer: -8; hERG WT inh: 1; KCNH2 3.1 inh: 4; uPA generation: inconclusive

How did Cc1ccccc1NC1=NCC(C)S1 (centres undefined) do in these assays?
B2AR arrestin: 0.2%; GALK inhibitor: 5%; Coupling enz: 3; PKM2 act: 1%; Eya2 phos inh: 1%; BCR signal inh: 3%; USP2a inh: 4%; Giardia killer: 16; hERG WT inh: 7; KCNH2 3.1 inh: 5

What do the screens show for `O=C1CN=C(c2ccccc2)c2cc(Br)ccc2N1`?
B2AR arrestin: -0.2%; GALK inhibitor: 3%; Coupling enz: 1; PKM2 act: -1%; Eya2 phos inh: 16%; BCR signal inh: -2%; USP2a inh: 1%; Giardia killer: 12; hERG WT inh: -6; KCNH2 3.1 inh: -4; uPA generation: -7%

What do the screens show for `Brc1ccc(CN2CCNCC2)s1`?
B2AR arrestin: -0.1%; GALK inhibitor: 2%; Coupling enz: -1; PKM2 act: 5%; Eya2 phos inh: -3%; BCR signal inh: inconclusive; USP2a inh: 6%; Giardia killer: 7; hERG WT inh: 6; KCNH2 3.1 inh: 2; uPA generation: 5%

Results for CN(C)CC#CCn1c2ccccc2c2ccccc21 ?
B2AR arrestin: 0.0%; GALK inhibitor: -2%; Coupling enz: 1; PKM2 act: -3%; Eya2 phos inh: 5%; BCR signal inh: 2%; USP2a inh: 1%; Giardia killer: 5; hERG WT inh: 5; KCNH2 3.1 inh: -6; uPA generation: 5%

Results for CC(=O)O[C@H]1CC[C@@]2(C)C(=CC(=O)C3C2CC[C@@]2(C)C3C[C@H](OC(C)=O)[C@@H]2OC(C)=O)C1 (some centres undefined) ?
B2AR arrestin: 0.0%; Eya2 phos inh: -6%; BCR signal inh: 0%; USP2a inh: 1%; Giardia killer: -7; hERG WT inh: 9; KCNH2 3.1 inh: -5; uPA generation: -1%

How did COc1ccccc1Nc1ncnc2c1cnn2-c1cccc(C)c1 do in these assays?
B2AR arrestin: -0.4%; GALK inhibitor: 0%; Coupling enz: -5; PKM2 act: 15%; Eya2 phos inh: -3%; BCR signal inh: inconclusive; USP2a inh: 0%; Giardia killer: 15; hERG WT inh: 13; KCNH2 3.1 inh: -3; uPA generation: 4%

Results for O=C(CCCCCn1c(=S)[nH]c2ccccc2c1=O)N1CCC2(CC1)OCCO2 ?
B2AR arrestin: 5.7%; GALK inhibitor: -1%; Coupling enz: 3; PKM2 act: 3%; Eya2 phos inh: 27%; BCR signal inh: inconclusive; USP2a inh: -2%; Giardia killer: 12; hERG WT inh: 15; KCNH2 3.1 inh: 10; uPA generation: -7%

How did COc1ccc(C(O)c2ccccc2OP(=O)(N(C)C)N(C)C)cc1 (centres undefined) do in these assays?
B2AR arrestin: 0.1%; GALK inhibitor: -2%; Coupling enz: 0; PKM2 act: 7%; Eya2 phos inh: 2%; BCR signal inh: -6%; USP2a inh: 1%; Giardia killer: -9; hERG WT inh: -1; KCNH2 3.1 inh: 13; uPA generation: 3%

Results for COc1cc(C)cc(CN2CC=C(c3ccccc3)CC2)c1O ?
B2AR arrestin: -0.1%; GALK inhibitor: 1%; Coupling enz: -9; PKM2 act: 3%; Eya2 phos inh: -1%; BCR signal inh: inconclusive; USP2a inh: -1%; Giardia killer: -13; KCNH2 3.1 inh: -9; uPA generation: -4%

How did CCOP(=O)(OCC)c1nc(-c2ccccc2)oc1N1CCCCC1 do in these assays?
B2AR arrestin: 0.5%; Coupling enz: 1; Eya2 phos inh: 0%; BCR signal inh: inconclusive; USP2a inh: -5%; Giardia killer: 23; hERG WT inh: -3; KCNH2 3.1 inh: -6; uPA generation: 15%

Results for CCc1nnc(NS(=O)(=O)c2ccc(N=Cc3c(O)n(-c4ccccc4)c(=O)[nH]c3=O)cc2)s1 ?
B2AR arrestin: -0.2%; GALK inhibitor: 7%; Coupling enz: 2; PKM2 act: -2%; Eya2 phos inh: 21%; BCR signal inh: -3%; USP2a inh: 1%; Giardia killer: 0; hERG WT inh: 4; KCNH2 3.1 inh: 38; uPA generation: 5%

How did Oc1c(Cl)c(Cl)c(Cl)c(Cl)c1Cl do in these assays?
Coupling enz: 20; Giardia killer: 9; hERG WT inh: -2; KCNH2 3.1 inh: -4; uPA generation: -1%
